Compound activity: PubChem BioAssay, several laboratories
BAP1 inh = human BAP1 deubiquitinase inhibition | Q92560 | AID 436 | recombinant BAP1, Ub-AMC hydrolysis fluorescence kinetic; active compounds read low | 72,000 tested, 0.48% active | activity remaining (% of control), % at 20 µM;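 active = activity remaining at or below 50% of control, provided the compound also passes the data quality filters; inactive = the rest, including low values that fail the filters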;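 also: 100% = DMSO wells rate and 0% = substrate alone blank rate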
Target sequence (Q92560 whole entry, looked up): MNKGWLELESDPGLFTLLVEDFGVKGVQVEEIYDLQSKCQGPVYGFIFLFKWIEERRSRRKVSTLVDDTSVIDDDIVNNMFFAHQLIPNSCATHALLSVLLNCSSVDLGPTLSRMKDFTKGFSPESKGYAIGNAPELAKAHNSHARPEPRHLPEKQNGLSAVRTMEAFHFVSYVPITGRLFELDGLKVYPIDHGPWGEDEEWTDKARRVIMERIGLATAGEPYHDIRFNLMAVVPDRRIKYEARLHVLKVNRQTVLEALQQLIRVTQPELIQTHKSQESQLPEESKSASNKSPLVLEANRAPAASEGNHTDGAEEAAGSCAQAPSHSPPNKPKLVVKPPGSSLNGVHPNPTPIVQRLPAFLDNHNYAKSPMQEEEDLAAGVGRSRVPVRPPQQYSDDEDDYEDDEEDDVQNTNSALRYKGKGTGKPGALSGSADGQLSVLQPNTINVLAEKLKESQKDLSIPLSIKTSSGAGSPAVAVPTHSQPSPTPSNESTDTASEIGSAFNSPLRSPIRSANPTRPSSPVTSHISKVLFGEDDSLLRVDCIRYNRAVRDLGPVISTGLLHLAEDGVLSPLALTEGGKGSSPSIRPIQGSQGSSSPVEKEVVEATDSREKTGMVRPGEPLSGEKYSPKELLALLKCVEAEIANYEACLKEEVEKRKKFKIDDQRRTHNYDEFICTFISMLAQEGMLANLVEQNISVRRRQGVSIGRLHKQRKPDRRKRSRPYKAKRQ
HePTP inh = blocks human HePTP tyrosine phosphatase; inhibition, % at 20 µM; recombinant HePTP phosphatase activity, OD absorbance; AID 521; P35236; 110,000 tested, 0.64% active; in the data active = inhibition above about 50%;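 also: plate controls were vehicle for no effect and reference inhibitor for full effect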
Target sequence (P35236 whole entry, looked up): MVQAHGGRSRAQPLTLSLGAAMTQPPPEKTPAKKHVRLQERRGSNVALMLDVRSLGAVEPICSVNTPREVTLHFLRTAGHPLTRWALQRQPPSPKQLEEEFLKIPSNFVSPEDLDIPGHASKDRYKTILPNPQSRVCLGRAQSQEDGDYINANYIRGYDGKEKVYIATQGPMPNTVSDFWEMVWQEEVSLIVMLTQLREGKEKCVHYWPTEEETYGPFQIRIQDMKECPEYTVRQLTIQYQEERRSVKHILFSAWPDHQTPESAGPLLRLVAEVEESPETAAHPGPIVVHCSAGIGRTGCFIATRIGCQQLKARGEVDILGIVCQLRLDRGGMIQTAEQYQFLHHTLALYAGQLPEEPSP
* = called active by the depositor; nt = not tested or not shown; & = joins results of further samples.

No.	mol	BAP1 inh	HePTP inh
1	Cc1cnc(-c2nnc(N(C)C(=O)C3CCOC3)s2)cn1 (stereo not drawn)	nt	7.1
2	Cc1cc(C)nc(NC2=NCC(=O)N2c2ccc(F)c(Cl)c2)n1	88.4	10.4
3	O=c1cc(-c2ccccc2)[nH]c2nc(Cl)ccc12	80.1	nt
4	O=C1CCCCC1Sc1nnc(Cc2cccs2)n1CCc1ccccc1 (stereo not drawn)	112.2	11.2
5	Clc1ccccc1-c1nc2ccccc2c2nc3ccccc3n12	nt	-12.6
6	O=C(NC(C(=O)c1ccccc1)N1CCCCC1)c1ccccc1 (stereo not drawn)	90.8	-10.1
7	Cn1c(-c2ccc3c(c2)OCO3)cnc1NCc1ccccc1	114.4	1.1
8	O=[N+]([O-])c1cccc(S(=O)(=O)Nc2ccc(OCc3ccccc3)cc2)c1	nt	3.1
9	O=C(COC(=O)c1cc2ccccc2s1)Nc1cccc2ccccc12	nt	-3.5
10	CN1C(=O)C(O)(C2COC(C)(C)CC2=O)c2cc(Br)ccc21 (stereo not drawn)	101.5	9.2
11	CCOC(=O)CC(=O)Nc1ccc(C(=O)OC)cc1	nt	-8.0
12	COc1ccc(NC(=O)CCCN2C(=O)C3C4C=CC(C4)C3C2=O)c(OC)c1 (stereo not drawn)	96.0	-5.6
13	COc1cccc(-c2nc(-c3ccc(Br)cc3)no2)c1	nt	-5.0
14	CC(=O)N(c1ccc(C)cc1)C1C=CS(=O)(=O)C1 (stereo not drawn)	85.1	-5.8
15	Cc1cc(=O)n2[nH]c(N3C(=O)CCC3=O)nc2n1	82.5	7.0
16	COc1ccc2c(c1)C(C)=CC(C)(C)N2C(=O)NC1CCCCC1	nt	8.6
17	COc1ccc(-c2nc(SCC(=O)N3CCOCC3)n[nH]2)cc1	69.0	-2.4
18	CCSc1nnc(NC(=O)c2cccnc2)s1	93.1	7.4
19	CCCOC(=O)Nc1ccc(S(=O)(=O)Nc2ncccn2)cc1	nt	-19.4
20	CN1C(=O)N(C)C2(c3ccccc3)Nn3c(s/c(=C/c4ccco4)c3=O)=NC12c1ccccc1 (stereo not drawn)	55.5	6.5
21	O=C(NNS(=O)(=O)c1ccc2ccccc2c1)c1ccc(Cl)cc1	nt	-24.4
22	COC(=O)C1CCN(S(=O)(=O)c2c(C)n(C)c(=O)n(C)c2=O)CC1	105.3	8.2
23	CC1=C(C(=O)OC2CCCC(C)C2)C(c2ccc(O)c([N+](=O)[O-])c2)NC(=O)N1 (stereo not drawn)	76.7	nt
24	COC(=O)C1CN(S(=O)(=O)c2ccccc2)CCN1S(=O)(=O)c1ccccc1 (stereo not drawn)	nt	-5.6
25	COCCOC(=O)c1c(C)oc2ccc(OC(=O)c3ccc([N+](=O)[O-])o3)cc12	nt	4.7
26	CN1C2CCC1CC(NC(=O)c1nn(C)c3ccccc13)C2 (stereo not drawn)	95.5	nt
27	O=C(Cc1ccccc1)CC1(O)C(=O)Nc2ccccc21 (stereo not drawn)	92.8	5.6
28	COc1ccc(-n2c(N)c(-c3nc4ccccc4n3C)sc2=S)cc1	107.4	nt
29	COc1cccc(C(=O)Nc2ccc(S(=O)(=O)NCc3ccco3)cc2)c1	111.5	5.1
30	CCOC(=O)c1c(CN2CCOCC2)oc2ccc(OC)cc12	101.6	2.6
31	O=C(c1cccc(Cl)c1)N1CCN(c2cccc(Cl)c2)CC1	nt	10.2
32	Cc1[nH]c(=O)[nH]c1C(=O)CCCCC(=O)OCC(=O)Nc1ccccn1	105.3	4.2
33	Cc1cc(OCCCC(=O)N2CCCCC2)cc(C)c1Cl	85.8	-0.8
34	O=C1C(Cl)=C(N2CCCCC2)C(=O)C(Cl)=C1/C=C/N1CCCCC1	nt	102.1*
35	COc1ccc(NC(=O)COC(=O)c2ccc(N3CCCC3=O)cc2)cc1OC	98.2	9.2
36	COc1ccc(Cl)cc1NC(=O)C1=C(C)NC(=S)NC1c1cccs1 (stereo not drawn)	nt	-1.0
37	O=C(COc1ccc(S(=O)(=O)NCc2ccccc2)cc1Cl)N1CCOCC1	163.3	-6.7
38	O=C1CC(Sc2nc3ccccc3s2)C(=O)N1c1ccccc1I (stereo not drawn)	nt	4.8
39	CCOc1ccc2cc(C#N)c(SCC(=O)N3CCC(C)CC3)nc2c1	nt	13.8
40	O=c1c(Cc2ccccc2O)c(O)nc2n1CCCS2	92.9	10.6
41	CCOC(=O)N1CCN(C(=O)c2ccc3c(=O)n(CCc4ccccc4)c(=S)[nH]c3c2)CC1	102.7	-8.2
42	CCN1C(=O)c2cccc3c(NC(=O)c4cccc(N5C(=O)CCC5=O)c4)ccc1c23	100.5	5.4
43	Cc1ccc(NC(=O)CSc2nnc(N3C(=O)c4ccccc4C3=O)s2)c(C)c1	112.0	nt
44	CCC(=O)N1CCc2cc(Br)cc(S(=O)(=O)NCCN3CCCCC3C)c21 (stereo not drawn)	nt	-5.1
45	CCOc1ccccc1C1NC(=O)NC(C)=C1C(=O)OC1CCCCC1 (stereo not drawn)	91.4	3.3
46	COc1ccc(C)cc1NC(=O)C(=O)NNC(=O)c1ccc(C(C)(C)C)cc1	nt	15.1
47	CCOC(=O)c1ccc(N/C=C/C(=O)c2ccc(Cl)cc2)cc1	nt	0.2
48	Cc1cccn2c(=O)c3cc(C(=O)NCc4cccnc4)c(=N)n(C)c3nc12	nt	7.4
49	COc1ccccc1-n1c(C=C2C(=O)N(Cc3ccccc3)c3ccccc32)nc2ccccc2c1=O	nt	3.6
50	COc1ccc(Br)cc1CN1CCN(Cc2ccc(OC)c(OC)c2OC)CC1	nt	5.3
51	O=C(NCc1ccco1)NCC(F)(F)F	138.9	-1.6
52	CCC(=O)c1ccc(OCC(O)CN2CC(C)OC(C)C2)cc1 (stereo not drawn)	89.5	-0.8
53	Cc1ccc(OCC(=O)NNC(=O)COc2ccccc2)cc1	nt	-3.5
54	CCn1ncc(C2=NOC(C(=O)Nc3cnn(C45CC6CC(CC(C6)C4)C5)c3)C2)c1C (stereo not drawn)	106.4	9.2
55	O=C(CSc1ncn[nH]1)Nc1nc(-c2ccccc2)ns1	77.5	2.9
56	Cc1c(N2C(=O)c3ccc4c5c(ccc(c35)C2=O)CC4)c(=O)n(-c2ccccc2)n1C	40.2*	nt
57	CCc1ccccc1NC(=O)c1nnn(CC(=O)Nc2cccc(C)c2)c1N	98.2	7.1
58	O=C1C2CCCCC2C(=O)N1c1ccc2[nH]c(=S)sc2c1 (stereo not drawn)	294.9	5.6
59	COc1ccc(Cl)cc1NC(=O)COc1ccc(Cl)cc1Br	nt	-4.6
60	COC(=O)c1cc(C(=O)Nc2ccc(C)cn2)cc([N+](=O)[O-])c1	nt	-8.8

Next section:
No.	mol	BAP1 inh	HePTP inh
61	C=CCOC(=O)C1=C(C)N=C2SCCC(=O)N2C1c1ccc(OC(=O)c2ccco2)cc1 (stereo not drawn)	nt	2.1
62	CCC1(C)Cc2ccccc2-c2nc3n(c(=O)c21)CC(C(=O)O)S3 (stereo not drawn)	65.5	3.9&2.8
63	Cc1csc(NC(=O)c2ccoc2C)n1	71.5	-6.4
64	CCCc1n[nH]c2c1/C(=N/O)CC(c1ccccc1)C2 (stereo not drawn)	90.1	7.0
65	CC(=O)N/C(=N\c1nc(C)cc(C)n1)Nc1ccc(Cl)cc1Cl	nt	6.3
66	CN(C)C(=O)c1ccc(Br)cc1	nt	3.4
67	C=CCSc1nc2ccccc2n1CC(=C)Br	nt	-2.6
68	O=C(NCc1cccs1)c1cnn2c1NC(c1ccc(Br)cc1)CC2C(F)(F)F (stereo not drawn)	nt	-0.6
69	O=C(Nn1cnnc1)C(Sc1ccccc1)c1ccccc1 (stereo not drawn)	102.5	-2.1
70	CC(C)COc1ccc(C2NC(=O)NC2=O)cc1 (stereo not drawn)	112.9	5.9
71	CN(C1CCS(=O)(=O)C1)S(=O)(=O)c1ccc(C2CCCCC2)cc1 (stereo not drawn)	99.8	11.0
72	CCOc1ccc(N(CC(=O)NCc2ccccc2OC)S(C)(=O)=O)cc1	95.4	12.4

Four compounds picked at random from those above:
No.	mol	BAP1 inh	HePTP inh
71	CN(C1CCS(=O)(=O)C1)S(=O)(=O)c1ccc(C2CCCCC2)cc1 (stereo not drawn)	99.8	11.0
67	C=CCSc1nc2ccccc2n1CC(=C)Br	nt	-2.6
65	CC(=O)N/C(=N\c1nc(C)cc(C)n1)Nc1ccc(Cl)cc1Cl	nt	6.3
68	O=C(NCc1cccs1)c1cnn2c1NC(c1ccc(Br)cc1)CC2C(F)(F)F (stereo not drawn)	nt	-0.6

Additional entries.
No.	mol	BAP1 inh	HePTP inh
73	CS(=O)(=O)N(CC(=O)NCCSc1ccccc1)c1ccc2c(c1)OCO2	94.6	6.7
74	O=C(CN(c1cccc(Br)c1)S(=O)(=O)c1ccccc1)NCCc1ccccc1	nt	-1.4
75	O=C(C1CCC(CNc2c(N3CCCCC3)c(=O)c2=O)CC1)N1CCc2ccccc2C1 (stereo not drawn)	106.9	5.0
76	O=C(CN1C(=O)C2CC=CCC2C1=O)Nc1nccs1 (stereo not drawn)	117.2	-5.8
77	O=C(Nc1ccc(N2CCOCC2)cc1)c1cc2ccccc2o1	107.6	-2.0&0.8
78	CC1CCSC(C)(C)S1 (stereo not drawn)	76.1	nt
79	Cc1cc(=O)n2nc(N3CCCC3C(=O)NCc3ccccn3)sc2n1 (stereo not drawn)	93.2	1.2
80	C/C(=N/NC(=O)C1C(=O)NCC1c1ccccc1)c1ccc2c(c1)CCCC2 (stereo not drawn)	nt	5.8
81	CCOC(=O)C1CCN(S(=O)(=O)c2cc(Cl)ccc2Cl)CC1	nt	-6.9
82	CCOc1cc(C(=O)NCCc2ccccc2)cc(OCC)c1OCC	nt	-3.9
83	COC(=O)c1ccc(N2C(=O)CC(NCc3ccccc3)C2=O)cc1 (stereo not drawn)	78.3	4.0&-15.8
84	COC(=O)Nc1c(C)nn(Cc2ccccc2C)c1C	92.9	3.7

An excerpt of these results, with one line to a screen:
(42) CCN1C(=O)c2cccc3c(NC(=O)c4cccc(N5C(=O)CCC5=O)c4)ccc1c23
(80) C/C(=N/NC(=O)C1C(=O)NCC1c1ccccc1)c1ccc2c(c1)CCCC2 (stereo not drawn)
assay / entry	42	80
BAP1 inh	100.5	nt
HePTP inh	5.4	5.8

(listing goes on)
No.	mol	BAP1 inh	HePTP inh
85	COc1cc(/C=C/c2[nH]c(=O)[nH]c(=O)c2[N+](=O)[O-])cc(Br)c1OCc1ccccc1	nt	13.3
86	Cn1cc(C(=O)NCCc2ccccc2)c(=O)c2cc(S(=O)(=O)N3CCOCC3)ccc21	90.8	-1.5
87	N#CC1=C(N)Oc2n[nH]c(-c3cccs3)c2C1c1ccoc1 (stereo not drawn)	72.7	9.2
88	O=C(COc1ccccc1Cl)OCC(=O)N1CCN(S(=O)(=O)c2ccccc2)CC1	92.8	7.8
89	CCc1ccc(-c2nc(CSCC(=O)N3CCN(c4ccccn4)CC3)c(C)o2)cc1	115.9	nt
90	NS(=O)(=O)c1ccc(CNC(=O)Cc2ccccc2[N+](=O)[O-])cc1	nt	-8.2
91	CC1=CC(C)(C)Nc2ccc(OC(=O)C(C)(C)C)cc21	65.7	nt
92	CCOc1ccc(N2CC(=O)Nc3ccccc3NCC2=O)cc1	92.7	-7.3
93	C/C(=N\Nc1cc(-c2ccccc2)nc(C)n1)c1ccc(N)cc1	nt	4.3
94	NC(=O)C1CCCN(S(=O)(=O)c2ccc(Br)cc2)C1 (stereo not drawn)	52.6	7.3
95	CC(=O)Nc1cccc(C(=O)Nc2ccccc2C(=O)O)c1	123.6	4.4&2.1
96	O=c1oc(-c2cccs2)nc2cc([N+](=O)[O-])ccc12	nt	3.3
97	COc1cc(C(=O)OC(C)C(=O)N2CCc3ccccc3C2)ccc1OCC(=O)N1CCOCC1 (stereo not drawn)	83.9	3.6
98	CS(=O)(=O)N1CCN(C(=O)COc2ccc(Cl)cc2)CC1	nt	-26.2
99	Cc1cc(C)n(C(=O)COc2cccc3ccccc23)n1	nt	-13.7
100	CN(C)S(=O)(=O)c1ccc(C(=O)OCCCN=C2NS(=O)(=O)c3ccccc32)cc1	89.3	-12.0
101	Cc1nc2ccccc2c(=O)n1/N=C/c1cccnc1	nt	3.9
102	COC(=O)C1=C(C)N(c2ccc(C)cc2)C(=O)/C1=C\c1ccc2c(c1)OCO2	nt	3.5
103	CC12CC(NC(=O)N1c1ccc(C(=O)N3CCN(c4ccccn4)CC3)cc1)c1ccccc1O2 (stereo not drawn)	82.2	1.6
104	O=C(N/N=C/c1ccc([N+](=O)[O-])cc1)c1cc(C23CC4CC(CC(C4)C2)C3)[nH]n1	nt	9.5
105	Cc1cc(=O)[nH]c(SCCOc2ccccc2)n1	108.8	nt
106	CCn1c2c(c3cc(F)ccc31)CCCC2=O	nt	-5.8
107	CC(=O)Oc1cc2c(C(=O)NCCN3CCOCC3)c(C)oc2c2ccccc12	73.5	3.0
108	COC(=O)c1ccccc1NC(=O)C(C)Oc1ccccc1 (stereo not drawn)	102.6	8.0

HePTP inh: hit marks shown above.
No.	mol	BAP1 inh	HePTP inh
34	O=C1C(Cl)=C(N2CCCCC2)C(=O)C(Cl)=C1/C=C/N1CCCCC1	nt	102.1*

Structural class: those above with a tert-butyl group
No.	mol	BAP1 inh	HePTP inh
46	COc1ccc(C)cc1NC(=O)C(=O)NNC(=O)c1ccc(C(C)(C)C)cc1	nt	15.1
91	CC1=CC(C)(C)Nc2ccc(OC(=O)C(C)(C)C)cc21	65.7	nt

Remaining list, next part:
No.	mol	BAP1 inh	HePTP inh
109	CCCOC(=O)CC1C(=O)NCCN1Cc1ccc(F)cc1 (stereo not drawn)	87.9	-4.0
110	Cc1cccc(C(=O)Nc2ccc(-c3nc4ccccc4[nH]3)cc2)c1	91.0	nt
111	O=C(O)CC1S/C(=N/N=C/c2ccco2)NC1=O (stereo not drawn)	nt	7.2
112	O=C1NC2=Nc3ccccc3NC(c3ccccc3)=C2C(c2ccc(OC(F)F)cc2)N1 (stereo not drawn)	nt	-10.7
113	N#CC(C(=O)NC1CCCCC1)c1nc2ccccc2nc1N1CCOCC1 (stereo not drawn)	91.5	5.7

No enrichment for hits; 0.7% or so of the library scored in one or more.
